HSP90 inh: HSP90 inhibitors, primary screen, cell lysate, luminescence; Heat shock protein HSP 90 (rabbit reticulocyte lysate; luciferase refolding); Rabbit reticulocyte lysate, luciferase refolding luminescence, 3 h; inhibition, % at 5.6 µM; 290,000 tested, 0.91% active;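 active = inhibition above the screen-wide mean plus 3 SD, computed separately per campaign, cut at about 16% in these data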;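 also: 0% = DMSO wells and 100% = 60 µM geldanamycin wells; inhibitors lower the luminescence because luciferase stays unfolded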
Platelet DG rel: inhibitors of platelet dense granule secretion, primary screen, cell-based, MLPCN, human platelets. human platelet-rich plasma, SFLLRN dense granule ATP release, luminescence. inhibition, %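 (compounds screened at 7.5 µM in platelet-rich plasma)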. 300,000 tested, 0.22% active. AID 1663, 2009;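 active = mean replicate score, as percent of positive control, at or above 50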
IEC-6 tox: cytotoxicity in IEC-6 intestinal epithelial cells, primary screen, cytotoxicity control for KLF5 inhibitor project, cell-based, luminescence; IEC-6 cytotoxicity, luminescence viability; 290,000 tested, 0.78% active; inhibition, % at 5 µM; in the data active = inhibition above about 22%;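 also: 0% = plate median of test compound wells and 100% = cytotoxic reference compound wells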
SKKanGAS inh: S. pyogenes SKKanGAS growth inhibitors in kanamycin, primary screen, streptokinase expression inhibitor project, SKKanGAS strain, BacTiter-Glo luminescence | 6 h | inhibition, % at 7.5 µM | 300,000 tested, 1.3% active;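 active = mean replicate score, as percent of positive control median, at least 50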;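 also: strain carries kanamycin resistance gene driven by streptokinase promoter and grows in 40 µg/ml kanamycin; loss of luminescence reflects streptokinase promoter inhibition or plain growth inhibition; 0% = median of DMSO wells and 100% = positive control at its reference dose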
KLF5 inh: KLF5 expression inhibitors, primary screen, DLD-1 cells, luminescence | AID 1700, 2009 | inhibition, % at 5 µM | DLD-1 KLF5 promoter-luciferase reporter | 290,000 tested, 0.23% active;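 active = inhibition above a per-plate limit of that plate's mean compound inhibition plus 3 SD, cut at about 60% in these data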;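 also: 0% = DMSO wells and 100% = LY294002 at 200 µM; higher means less KLF5 promoter-driven luciferase light; inactives centre near -14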
aSyn UTR inh: MLPCN primary screen, SNCA 5' untranslated region. alpha-synuclein 5'UTR reporter, inhibitor activity. inhibition, % (tested at 7.5 µM). 300,000 tested, 0.82% active; in the data active = inhibition above about 60%;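 also: H4 neuroglioblastoma cells stably carrying SNCA 5'UTR luciferase fusion; 0% = DMSO wells and 100% = positive control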
HSF1 inhib: HSF1 inhibitors in luciferase reporter cells, primary screen, cell-based, NIH3T3, luminescence; NIH3T3-HGL HSE-luciferase, MG132-induced, luminescence 8 h; hits give low values; activity change, negative = inhibition, % at 7.5 µM (by protocol); 300,000 tested, 0.77% active; AID 2098, 2009;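 active = more than half of replicate wells show activity change below -50%, luminescence cut by over half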;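 also: luciferase reports HSF-1 transcriptional activity via heat shock element; 0% = median of DMSO wells and -100% = zero luminescence signal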
HSF-1 act: HSF-1 activators, primary screen, NIH3T3-HGL cells, MG132 stress, luminescence, single point; 300,000 tested, 1.7% active; AID 504408, 2011; NIH3T3-HGL HSF-1 luciferase reporter, 8 h; 100% = twice DMSO control signal; activation, % at 9 µM;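 active = mean replicate activation of at least 50% with a set share of replicates each reaching 50%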;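 also: 0% = median of the neutral control wells and 100% = twice that signal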
AI-2 QS mod: Vibrio harveyi AI-2 quorum sensing modulators, primary screen, JMH597 strain, luminescence/OD600 ratio. Vibrio harveyi JMH597 AI-2 luminescence/OD600 ratio, 9 h; hits give low values; strain lacks LuxN and CqsS sensors; 0 = neutral-control median. activity change, % at 7.5 µM. 300,000 tested, 0.4% active. AID 2094, 2009; in the data active = activity change below about -75%, passing the limit was not always enough;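 also: luminescence divided by OD600 gain over 9 h not by final OD600 alone; inactives centre near 13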
HIF activator: HIF pathway transcriptional activators, primary screen, cell-based, U2OS HRE-luciferase, luminescence | U2OS HRE-luciferase reporter; normalized: DMSO 0%, desferrioxamine 100% | activation, % at 7.5 µM (by protocol) | 300,000 tested, 0.32% active | AID 1910, 2009;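 active = mean activation of at least 10% of the iron chelator positive control signal, with at least half of replicates also reaching 10%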
The depositor's hits bear a star; · = no result given.

SMILES	HSP90 inh	Platelet DG rel	IEC-6 tox	SKKanGAS inh	KLF5 inh	aSyn UTR inh	HSF1 inhib	HSF-1 act	AI-2 QS mod	HIF activator
O=C(/C=C/c1ccco1)N(Cc1ccccc1)C1CCS(=O)(=O)C1 (stereo not given)	-1	20	-5	3	-26	2	2	-4	16	-0.4
CCOC(=O)C1=C(C)Nc2ncnn2C1c1cccs1 (stereo not given)	3	-5	3	-2	-1	2	-9	-5	14	-0.3
CCN(CC)c1ccc(C(=O)N/N=C(\C)c2cccnc2)cc1	6	2	6	-5	-13	-15	-4	-3	38	-0.1
Cc1cc(C(F)(F)F)nn1Cc1n[nH]c(=S)n1-c1ccc(F)cc1	-4	-1	-2	4	-6	14	-6	0	16	0.4
CCc1nnc(NC(=O)CCN(c2ccc(C)cc2)S(=O)(=O)c2ccccc2)s1	2	-1	-1	3	-4	6	-3	28	47	0.8
CCOc1ccccc1/C=c1\sc2ncnn2c1=O	1	2	4	-3	-3	4	1	13	10	-0.1
COC(=O)c1cccc(N(CC(=O)NC2CCCCC2)C(=O)CNC(=O)c2cccs2)c1	-3	2	-6	4	-9	19	1	-3	8	0.0
CS(=O)(=O)N(CC(=O)Nc1ccc2c(c1)OCCO2)Cc1ccc(Cl)cc1	-2	·	-3	·	-28	·	·	·	6	·
Cc1cc(/C=N/NC(=O)COc2cccc3cccnc23)c(C)n1-c1ccc(O)cc1	5	-6	-9	10	-36	0	-7	-12	13	-0.2
COCCN(C(=O)c1ccccc1F)c1nc(-c2ccc(OC)cc2)cs1	7	-13	8	-4	-63	-73	18	30	33	-24
CC(C)CC(O)C1CCN(C(=O)CCc2nnc(-c3ccccc3)o2)CC1 (stereo not given)	0	-3	2	-4	-7	-3	·	·	2	0.3
CCn1c(=O)c(C(=O)CN2CCOCC2)c(N)n(Cc2ccccc2)c1=O	0	-2	-2	-5	-2	27	-4	-7	4	0.3

2 records picked at random from those above:
SMILES	HSP90 inh	Platelet DG rel	IEC-6 tox	SKKanGAS inh	KLF5 inh	aSyn UTR inh	HSF1 inhib	HSF-1 act	AI-2 QS mod	HIF activator
CCc1nnc(NC(=O)CCN(c2ccc(C)cc2)S(=O)(=O)c2ccccc2)s1	2	-1	-1	3	-4	6	-3	28	47	0.8
Cc1cc(C(F)(F)F)nn1Cc1n[nH]c(=S)n1-c1ccc(F)cc1	-4	-1	-2	4	-6	14	-6	0	16	0.4

(more compounds)
SMILES	HSP90 inh	Platelet DG rel	IEC-6 tox	SKKanGAS inh	KLF5 inh	aSyn UTR inh	HSF1 inhib	HSF-1 act	AI-2 QS mod	HIF activator
COCc1cc(C)nc(SCc2ccccc2)c1C#N	-5	2	-5	19	-15	3	-5	4	3	-1.0
O=C(COc1ccccc1Cl)NCCNC(=O)c1cnccn1	2	2	3	-4	-10	3	-8	1	6	-1.4
CCn1c(SCc2ccc(C(=O)OC)o2)nnc1-c1c[nH]c2ccccc12	-1	-9	4	-5	1	-14	-2	-7	-1	-0.4
O=C(CNC(=S)N(Cc1ccccc1Cl)C1CCCC1)NCCN1CCOCC1	0	-8	4	-8	22	17	2	11	6	0.3
O=C(Nc1nnc(COc2ccccc2)s1)Nc1ccccc1F	0	24	4	-12	-39	-13	-5	3	4	-0.2
CCCC(=O)NC(C)c1nc2ccccc2n1C (stereo not given)	1	10	4	-2	-11	-6	1	2	14	-0.2
CCOC(=O)CSc1nnc(NC(=O)c2cccc(S(=O)(=O)N3CCCCCC3)c2)s1	-1	-3	-2	-5	-6	-12	-3	10	18	-0.2
C=CCn1c(CSc2nc3ccccc3s2)n[nH]c1=S	0	-3	-4	14	-40	10	-5	-14	35	-0.1
Cc1ccc(-n2ncc3c(SCc4cccc(C)c4)ncnc32)cc1	-1	1	-2	1	-5	-90	1	7	14	0.8
O=C(O)c1cccc(OCc2ccccc2Cl)c1	28*	-6	0	-1	-117	-188	3	28	12	2.2
c1ccc(-c2ccnc3nc(N4CCN(c5ccccc5)CC4)nn23)cc1	1	-10	-6	-2	-20	30	-3	-2	16	-0.4
COc1cc2c3c(c1OC)C1(C=CC(=O)C=C1)CC3N(C(=O)c1ccccc1)CC2 (stereo not given)	5	12	4	-1	10	8	25	55*	15	0.0
CC(=O)NC1C(=O)N=C(SCC(=O)Nc2cccc(Cl)c2)NC1=O (stereo not given)	-8	-41	-5	2	-37	-31	-1	5	14	-0.1
CCCCN(C(=O)CCC(=O)Nc1cc(C)on1)C(C(=O)NC(C)(C)C)c1ccccc1Cl (stereo not given)	3	0	4	-4	-2	16	-2	-4	6	-0.1
Cc1cc(C)c(OCC(=O)N(Cc2cccs2)C2CCS(=O)(=O)C2)c(C)c1 (stereo not given)	-3	9	-5	0	7	-4	2	5	38	0.3
Cc1nnc(SCC(=O)Nc2nccs2)o1	-2	-5	-2	1	-13	-7	-6	-3	24	0.6
COc1cc(O)c2c(=O)c3c(OC)c(O)ccc3oc2c1	1	8	-3	-7	-2	-78	5	19	13	0.6
CCCCn1c(N)c(N(CCOC)C(=O)COC(=O)COc2cc(C)c(Cl)cc2C(C)C)c(=O)[nH]c1=O	·	5	·	6	·	-5	-9	-5	3	-0.2
CC(=O)Nc1cccc(NC(=O)c2ccc(Br)cc2)c1	-4	3	2	-4	-18	-56	2	11	6	0.8
O=C(NCC1CCCO1)c1ccc(N2CCCCC2)c([N+](=O)[O-])c1 (stereo not given)	0	-15	2	4	-36	-59	0	10	18	2.1
Cc1cc(C(=O)Cn2nc(C(=O)O)c3ccccc3c2=O)c(C)n1CC(F)(F)F	26*	-1	0	16	-46	-59	-13	-10	15	2.3
Cc1nn(-c2ccccc2)c(C)c1NC(=O)COc1ccc(Br)cc1Cl	5	14	-1	1	-13	0	0	18	-24	-0.3
CC1CN(S(=O)(=O)c2ccc(C(=O)Nc3nccs3)cc2)CC(C)O1 (stereo not given)	2	8	4	5	-2	-7	-7	-5	21	-0.3
CCOc1ccccc1N1C(=O)c2ccc(C(=O)Nc3cccnc3)cc2C1=O	1	17	-5	7	-38	18	3	11	9	-0.3
Cc1ccccc1-c1nc(-c2ccc(NC(=O)c3ccc4c(c3)OCO4)cc2)no1	3	8	-2	4	-51	-71	18	41	0	0.7
CCOc1cccc(SCc2noc(C(=O)NCC3CCCO3)c2C(=O)O)c1 (stereo not given)	-3	3	3	16	5	-7	-1	-20	1	1.8
O=C(NNC1CC(=O)N(c2ccc(Cl)cc2)C1=O)c1ccco1 (stereo not given)	-1	-10	-7	0	-10	8	4	5	9	0.5
O=C(CSc1nc2c(cnn2-c2ccccc2)c(=O)[nH]1)N1N=C(c2cccs2)CC1c1ccc(F)cc1 (stereo not given)	-1	6	5	51*	10	19	3	7	40	-0.1
CC(=O)Nc1ccc(Nc2ccc([N+](=O)[O-])cn2)cc1	-1	4	4	-2	-38	2	-5	2	2	-1.9
CC1CCc2nc3ccc(S(=O)(=O)N4CCC(C(=O)NCc5ccccc5Cl)CC4)cc3c(C(=O)O)c2C1 (stereo not given)	-1	-4	1	1	12	15	8	39	9	-0.2
CCn1ccc(=O)c2cc3c(cc21)OCO3	·	-2	·	1	·	12	-2	-1	13	-1.1
CN(Cc1c(C(=O)N/N=C/c2ccc(F)cc2)nnn1-c1nonc1N)C1CCCCC1	-3	1	0	-2	-21	20	-4	-15	-4	-0.1
CCN(Cc1ccccc1)c1ccc(/C=N/NS(=O)(=O)c2cccc([N+](=O)[O-])c2)cc1	-1	6	-4	10	-13	6	13	30	16	-0.5
COc1ccc(N(CC(=O)NCCc2ccc(OC)c(OC)c2)S(=O)(=O)c2c(C)noc2C)cc1	-6	4	0	4	-19	8	-1	-18	12	-0.3
COC(=O)CN(C)C(=O)CC1C(=O)NCCN1CC(C)(C)C (stereo not given)	-6	1	4	-11	-12	-2	-6	3	11	-0.3
O=C(COc1ccc(Cl)cc1)Nc1ccc(N2CCN(C(=O)c3ccco3)CC2)cc1	-1	-7	-2	5	2	-4	6	21	22	-0.3
O=S(=O)(NCCOCCNS(=O)(=O)c1ccccc1)c1ccccc1	-3	-4	-2	-26	-16	-13	-11	-20	10	-0.5
c1cncc(-c2nnc3n2N=C(c2cccs2)CS3)c1	-1	-4	-2	-21	-13	16	-6	2	17	-0.8
O=Cc1c(N2CCN(c3cccc(Cl)c3)CC2)nc2ccccn2c1=O	2	3	2	0	-1	13	19	43	17	0.1
CCOc1ccc(OCCC(=O)OCC(=O)Nc2ccc(N3CCOCC3)cc2)cc1	6	21	-3	-7	-56	-3	-3	-4	3	-0.2
CCn1c(CSc2nnc3ccccn23)nc2cc(C(=O)O)ccc21	-1	-5	-1	1	-17	11	-4	-10	5	-1.7
CCN(CC)CCCNc1nc2ccccc2[nH]1	1	18	1	2	-44	-15	-4	0	30	-0.1
Cc1ccc(NC(=O)c2ccccc2-c2ccc(C(F)(F)F)cc2)cc1S(=O)(=O)N1CCOCC1	0	-11	-2	3	-26	-3	2	16	8	-0.1
Nc1c(C(=O)NC23CC4CC(CC(C4)C2)C3)sc2nc3c(c(C(F)(F)F)c12)CCC3	-3	-8	-3	11	2	-11	1	3	18	0.1
COc1cc(/C=C/C2=NC(=O)C(C)(C)O2)ccc1O	-3	4	-4	-5	4	7	-3	-6	8	0.1
CCOC(=O)c1c(-c2cccs2)csc1NC(=O)COC(=O)c1c(C)noc1C	1	0	4	9	7	37	7	12	17	-1.0
CCOc1ccc(NS(=O)(=O)c2ccc3[nH]cc(C(=O)NC(C)CC)c(=O)c3c2)cc1 (stereo not given)	0	-2	-7	1	-23	0	4	6	26	-1.1
CCOc1ccccc1NC(=O)c1ccc(-n2cncn2)nc1	3	7	-5	-3	8	12	7	4	-6	0.3
CCCOc1ccc(C(=O)CCC(=O)NNC(=O)Cn2nc(C)cc2C)cc1	·	-2	·	-3	·	-5	-6	-10	16	-1.3
Fc1ccccc1-n1cn[nH]c1=S	3	-8	5	-1	4	-16	-6	-8	6	1.5
CCOc1ccccc1-c1nc(CN2CCC(C(=O)N3CCOCC3)CC2)c(C)o1	-4	-9	-7	34	-17	0	-2	-1	8	-0.2
CCOCCCNC(=O)c1c[nH]c2cc(C)ccc2c1=O	-7	3	-7	4	-30	-4	-2	-4	13	0.1
CC(=O)c1cccc(NC(=O)CCCCCn2nnc3ccccc3c2=O)c1	1	0	-1	0	-19	0	4	30	6	1.5
O=C(Nc1ccc(N2CCOCC2)c(Cl)c1)c1c(F)c(F)c(F)c(F)c1F	3	-19	3	1	-34	10	5	27	3	-53
COc1ccc(NS(=O)(=O)c2ccc(NC(=O)C3CCCO3)cc2)cc1 (stereo not given)	-2	-3	1	6	0	10	-2	-23	22	1.4
CC(C)Sc1nc2ccsc2c(=O)[nH]1	-1	-1	-2	1	-4	-1	-1	2	67	0.0
CC(=O)NCCSC(=O)c1ccc(F)cc1	-5	5	3	-1	-9	5	-5	8	10	2.2
CNc1oc(-c2ccccc2)nc1S(=O)(=O)c1ccc(C)cc1	1	-2	4	5	-11	19	-7	4	19	-0.9
